Compound activity as filed in PubChem BioAssay.
CRFR2-BP antag – CRF-BP/CRF-R2 complex antagonism; HEK293 CRF-R2/CRF-BP, CRF-induced calcium fluorescence; 350,000 tested, 0.59% active; inhibition, % at 11.8 µM;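 active = inhibition of the ligand-induced calcium signal above about 50% at the single tested concentration, limit read from the data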
M4 PAM – potentiates acetylcholine response at human M4 receptor; CHO-K1 hM4/Gqi5, Fluo-8 calcium fluorescence, ACh EC20; 0% = ACh EC20, 100% = maximal ACh; activation, % at 3 µM; 360,000 tested, 0.4% active;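 active = activation above its plate's cutoff, the mean activation of sample wells plus 3 SD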; also: some results filed as inactive read as strong as hits
Target sequence (P08173 whole entry, looked up): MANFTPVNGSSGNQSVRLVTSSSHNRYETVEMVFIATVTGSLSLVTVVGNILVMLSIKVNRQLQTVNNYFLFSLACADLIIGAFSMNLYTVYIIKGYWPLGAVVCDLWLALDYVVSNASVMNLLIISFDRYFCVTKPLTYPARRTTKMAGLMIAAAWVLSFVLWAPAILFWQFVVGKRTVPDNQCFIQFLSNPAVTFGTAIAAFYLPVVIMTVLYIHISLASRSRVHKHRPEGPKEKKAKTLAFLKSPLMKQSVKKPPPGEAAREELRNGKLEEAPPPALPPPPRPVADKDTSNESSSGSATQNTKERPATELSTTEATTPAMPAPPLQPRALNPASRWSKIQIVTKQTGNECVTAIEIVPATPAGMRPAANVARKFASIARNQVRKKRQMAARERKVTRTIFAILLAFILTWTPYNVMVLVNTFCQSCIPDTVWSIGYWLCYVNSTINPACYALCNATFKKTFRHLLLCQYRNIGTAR
M4 ag – CHRM4 agonism in calcium assay; 360,000 tested, 0.14% active; activation, % at 3 µM; P08173; CHO-K1 hM4/Gqi5, Fluo-8 calcium fluorescence; vehicle 0%, full acetylcholine response 100%;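 active = activation above the run mean over all test wells plus 3 SD, cut at about 32% in these data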;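 also: peak over basal fluorescence ratio per well then scaled between controls; 0% = DMSO wells and 100% = acetylcholine at EC100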
CHRM5 agonist – agonists of human muscarinic M5 receptor (CHRM5); P08912; CHO-K1 hM5 cells, Fluo-8 calcium fluorescence; 0% DMSO wells, 100% maximal acetylcholine response; activation, % at 3 µM; 360,000 tested, 0.19% active; AID 624037;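 active = activation above the run's mean over test compounds plus 3 SD, cut at about 23% in these data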;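 also: signal is peak over basal fluorescence ratio across the kinetic read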
Target sequence (P08912 whole entry, looked up): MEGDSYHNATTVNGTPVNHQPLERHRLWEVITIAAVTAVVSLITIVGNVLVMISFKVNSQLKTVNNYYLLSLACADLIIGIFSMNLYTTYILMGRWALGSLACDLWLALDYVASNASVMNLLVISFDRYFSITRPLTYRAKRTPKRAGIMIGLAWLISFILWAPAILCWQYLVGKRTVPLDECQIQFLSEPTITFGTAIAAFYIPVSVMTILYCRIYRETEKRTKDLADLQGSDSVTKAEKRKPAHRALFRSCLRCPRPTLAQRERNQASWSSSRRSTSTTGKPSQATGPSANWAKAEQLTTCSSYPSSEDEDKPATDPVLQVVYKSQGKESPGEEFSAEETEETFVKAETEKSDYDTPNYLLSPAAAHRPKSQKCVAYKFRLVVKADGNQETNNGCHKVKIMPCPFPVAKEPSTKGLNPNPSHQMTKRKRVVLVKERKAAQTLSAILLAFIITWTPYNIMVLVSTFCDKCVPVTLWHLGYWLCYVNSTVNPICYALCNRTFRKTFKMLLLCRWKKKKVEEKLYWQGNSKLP
IDE cell inh – inhibitors of human insulin-degrading enzyme in cells. P14735. HEK cells, FAbetaB cleavage, fluorescence polarization. inhibition, % at 5.59 µM. 320,000 tested, 0.41% active. AID 434962;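 active = percent inhibition above the average of all tested compounds plus 3 SD, set per screening campaign, cut at about 16% in these data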;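 also: IDE supplied by intact live HEK cells; FP after avidin binding of uncleaved biotin substrate so inhibition keeps polarization high; 0% = DMSO wells and 100% = 60 µM reference IDE inhibitor Ii1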
M5 antag – blocks acetylcholine activation of human M5 receptor; inhibition, % at 3 µM; CHO-hM5 cells, Fluo-8 calcium fluorescence, ACh EC80; P08912; 360,000 tested, 0.59% active;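 active = inhibition above a per-plate cutoff, the mean of that plate's test compounds plus 3 SD, cut at about 27% in these data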;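 also: 0% = acetylcholine EC80 with DMSO and 100% = DMSO without agonist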
CHRM4 antagonist – antagonists of human muscarinic M4 receptor (CHRM4). AID 624125. CHO-hM4 cells, ACh EC80, Fluo-8 calcium fluorescence. inhibition, % at 3 µM. 360,000 tested, 0.73% active. P08173;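 active = inhibition above its plate's cutoff, the mean inhibition of sample wells plus 3 SD, cut at about 27% in these data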;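 also: 0% = acetylcholine EC80 with DMSO and 100% = DMSO without agonist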
CRFR2-BP ag – agonists of human CRF-binding protein/CRF-R2 receptor complex; HEK293 CRF-R2/CRF-BP, calcium dye fluorescence (FLIPR); percent of saturating CRF peptide response; activation, % at 13.2 µM; 350,000 tested, 0.46% active;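 active = activation of at least 50%, plus an integration ratio under a set limit after plate pattern correction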;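 also: plate controls were neutral control wells without compound for no effect and CRF at EC100 for full effect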
M5 PAM – potentiates acetylcholine response at human M5 receptor. CHO-K1 hM5, Fluo-8 calcium, ACh EC20 PAM; 0% = ACh EC20, 100% = ACh EC100. activation, % at 3 µM. 360,000 tested, 0.3% active. AID 624038;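 active = activation above the run cutoff, the mean activation of all test compounds plus 3 SD, cut at about 18% in these data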
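Assay system – human M5 receptor in CHO-K1 cells · Read-out – % activation, ACh-normalized · Technique – Fluo-8 calcium fluorescence · Dosing – single-point, 3 µM nominal · Incubation – Fluo-8 loading 80 min at 37 °C plus 30 min room temperature · Repeats – singlicate, one well per test compound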
Active calls of the source: *; x = not tested or not shown.

Values run as follows: CRFR2-BP antag	M4 PAM	M4 ag	CHRM5 agonist	IDE cell inh	M5 antag	CHRM4 antagonist	CRFR2-BP ag	M5 PAM
(1) CO[C@@H]1[C@@H](OC(N)=O)[C@@H](O)C(Oc2ccc3c(O)c(NC(=O)c4ccc(O)c(CC=C(C)C)c4)c(=O)oc3c2C)OC1(C)C (stereo partly specified)
 : 12	-4	1	0	-1	6	-8	-0.2	-9
(2) COc1ccccc1CN1C(=O)C(=O)N(Cc2cccc(C)c2)C1=O
 : 3	-5	1	-5	0	-1	2	-3.3	-4
(3) CCN(CC)C(=O)COc1c(-c2ccco2)oc2ccccc2c1=O
 : -1	1	2	-1	-2	4	0	-1.9	1
(4) O=C(Nc1cccc(F)c1)/C(=C/c1ccco1)NC(=O)c1ccco1
 : 7	0	2	-2	4	-3	8	1.8	2
(5) C[C@H](CO)N1C[C@H](C)[C@@H](CN(C)S(=O)(=O)c2ccc3ccccc3c2)OCc2cnnn2CCCC1=O
 : -11	12	0	0	x	-9	-15	0.6	-1
(6) CC(CCc1ccccc1)NC(=O)COC(=O)c1cc(NS(=O)(=O)c2ccc(Cl)c([N+](=O)[O-])c2)ccc1O (stereo unspecified)
 : 27	-12	12	2	-1	13	13	-0.3	-11
(7) NS(=O)(=O)c1cccc(NC(=O)c2cccc(S(=O)(=O)N3CCCCCC3)c2)c1
 : -3	6	2	-5	3	8	-9	-0.7	3
(8) Fc1ccccc1CSc1nncn1NC/C=C/c1ccccc1
 : 8	8	3	0	0	0	4	-1.9	-2
(9) CC1(C(=O)O)CCCN(C(=O)c2cc3ccccc3s2)C1 (stereo unspecified)
 : x	2	1	1	x	2	-10	x	2
(10) CCc1ccc(/C=N/NC(=S)NCCc2ccccc2)cc1
 : 1	-11	-1	-5	3	-6	1	-0.2	-5
(11) O=C(COc1ccc(S(=O)(=O)NCc2ccccc2)cc1)NCc1cccnc1
 : -5	2	1	-6	x	16	-10	2.0	-3
(12) Cc1ccc(OCC(=O)Nc2ccc(CN3CCOCC3)cc2)cc1
 : 2	7	2	-2	-4	-10	-6	0.7	9
(13) COc1ccccc1NC(=O)CCCNC(=O)Cn1cnc2sc(C)c(C)c2c1=O
 : 11	0	1	-3	5	12	-9	-1.9	0
(14) O=C(NC1CC1)c1ccc2c(c1)N(Cc1ccc(Cl)cc1)CCS2
 : 13	0	4	-6	2	7	-6	-0.4	-4
(15) CC(C)[C@@H](CO)NC(=O)c1ccc2c3n(nc2c1)-c1ccc(Cl)cc1CO3
 : -2	5	0	2	8	2	12	-1.1	6
(16) N/C(=N\OC(=O)/C=C/c1ccccc1Cl)c1ccncc1
 : -2	5	1	-2	6	8	-7	1.7	1
(17) COc1cc(N2C(=O)c3ccccc3C2=O)c(Cl)cc1C(=O)OCC(=O)N(C)C
 : 4	-10	2	0	-8	11	4	1.6	-9
(18) COc1ccc(-c2cnn3c(N)c(S(=O)(=O)C(C)(C)C)cnc23)cc1
 : -45	-2	-1	-2	1	6	2	-2.5	0
(19) CCOc1ccccc1CNC(=O)C1CCCN(c2ncnc3c2nc2n3CCCCC2)C1 (stereo unspecified)
 : 1	0	2	-4	1	-3	-7	-0.9	-2
(20) CSC1=C(C#N)C(c2ccc(C)s2)CC(=O)N1 (stereo unspecified)
 : 6	2	0	0	1	1	-9	-0.3	-5
(21) O=C(/C=C/c1cccc([N+](=O)[O-])c1)c1ccco1
 : -10	0	2	2	0	-2	-3	1.6	4
(22) CCOC(=O)CC1(CCc2ccccc2)Oc2ccccc2O1
 : x	-2	0	-3	x	-5	3	x	0
(23) O=C(NC(=S)Nc1ncccn1)c1ccc(Cl)cc1Cl
 : 3	4	1	-2	0	0	1	-3.6	8
(24) Cc1ccc2cc(C3CC(c4ccco4)=NN3S(=O)(=O)c3ccccc3)c(Cl)nc2c1 (stereo unspecified)
 : -39	0	-1	-1	3	1	-6	1.0	0
(25) O=C(Oc1nsnc1N1CCOCC1)N1CCOCC1
 : 9	1	0	3	-3	-1	-1	-0.8	-2
(26) COCC1CCN(C(=O)CCc2nnc(CCCCc3ccccc3)o2)CC1
 : 11	-4	1	-2	0	0	-7	-0.1	-2
(27) CC(Oc1ccc2c3c(c(=O)oc2c1)CCC3)C(=O)NCc1cccnc1 (stereo unspecified)
 : 4	19*	2	-4	1	15	16	1.0	-4
(28) CCOc1ccc(OCC)c(NC(=O)CCS(=O)(=O)c2ccc(Br)s2)c1
 : -12	2	1	-9	2	-2	-8	-1.2	-5
(29) CC(O)[C@H]1CN=C(N)N1CC(C)(C)C (stereo partly specified)
 : 1	3	1	-3	1	14	-2	0.1	3
(30) CC1CC(C)CN(Cc2nc3c(c(=O)n(C)c(=O)n3C)n2CCN2CCOCC2)C1 (stereo unspecified)
 : -3	1	1	-1	4	12	-14	2.0	16
(31) CNC1(c2nnnn2-c2c(C)cccc2C)CCOC(C)(C)C1 (stereo unspecified)
 : 5	9	0	-2	3	15	5	2.0	3
(32) Cn1cccc1/C=N\NC(=O)C1COc2ccccc2O1 (stereo unspecified)
 : 7	0	1	-3	1	3	0	-1.1	-1
(33) CCCc1c(C(=O)N/N=C(\C)c2ccccc2O)nnn1-c1nonc1N
 : 18	4	1	1	x	5	-15	2.6	0
(34) COc1cccc(C(=O)N2CCC[C@H]2C(=O)N2CCC[C@H]2C(=O)N[C@H](C)c2ccccc2)c1
 : x	15	1	3	x	-1	0	x	0
(35) Cc1nonc1NC(=O)CSc1nnc(-c2ccoc2C)n1-c1cccc(Cl)c1
 : -8	0	1	-9	6	-3	-3	-1.4	-5
(36) Cc1ccc(CCN2CC(C(=O)O)CC2=O)cc1 (stereo unspecified)
 : -5	-4	1	2	1	-1	1	-0.5	-5
(37) COc1ccc(NC(C)=O)cc1NC(C)C(=O)Nc1cccc(S(=O)(=O)N2CCOCC2)c1 (stereo unspecified)
 : 3	5	0	3	1	6	7	0.9	13
(38) Cc1cccc(NS(=O)(=O)c2nnc(NC(=O)CC(C)C)s2)c1
 : -13	6	1	-5	2	6	4	0.0	0
(39) COC(C[C@H](O)[C@H](C)[C@@H](O)COCc1ccccc1)OC
 : -1	5	1	2	x	7	4	-0.9	-2
(40) CC1(C)Cc2c(c(N3CCOCC3)nc3sc(C#N)c(N)c23)CS1
 : -12	8	1	0	-3	10	1	-1.1	2
(41) Cc1cc(C(=O)COc2ccc(C#N)cc2)c(C)n1-c1ccc2c(c1)OCO2
 : -157	-1	2	-1	-1	-1	2	29	-5
(42) CC(C)(C)n1nnnc1C(c1ccccc1)N1CCN(C(=O)c2ccco2)CC1 (stereo unspecified)
 : x	13	1	3	x	-6	4	x	6
(43) COC(=O)c1ccsc1NC(=O)CN1CCN(Cc2ccc3c(c2)OCO3)CC1
 : -9	5	5	-5	6	0	-10	-1.4	4
(44) CCOC(=O)N1CCN(C2=C(NS(=O)(=O)c3ccc(NC(C)=O)cc3)C(=O)c3ccccc3C2=O)CC1
 : 5	2	4	-3	-1	9	5	-0.6	-7
(45) COc1ccc(C(=O)NCCCNC(=O)c2ccccn2)cc1
 : 1	-4	1	-1	-2	3	-3	-0.3	-7
(46) CCOc1ccccc1CN1CCN(Cc2cccc3nonc23)CC1CCO (stereo unspecified)
 : -31	-7	1	-4	1	5	10	2.1	-1
(47) CCN(CC)CCNC(=O)c1ccc(NC(=O)/C=C/c2ccc3ccccc3n2)cc1
 : -4	4	1	-2	x	11	11	3.8	-5
(48) CCOC(=O)C(=O)NNc1ccc(C)cc1
 : -5	0	0	-3	1	-1	2	0.8	0
(49) COC(=O)c1cc(S(=O)(=O)NC2CCN(Cc3ccccc3)CC2)cn1C
 : -2	-3	1	-5	0	10	-1	1.7	-5
(50) COC(=O)c1cc(C(=O)Nc2ccc(S(=O)(=O)NC(C)(C)C)cc2)cc([N+](=O)[O-])c1
 : -21	15	1	-3	4	-6	0	0.9	-1

(list continues)
Values run as follows: CRFR2-BP antag	M4 PAM	M4 ag	CHRM5 agonist	IDE cell inh	M5 antag	CHRM4 antagonist	CRFR2-BP ag	M5 PAM
(51) CSCC[C@H](CO)NC(=O)[C@H]1O[C@@H](n2cnc3c(N)ncnc32)[C@H](O)[C@@H]1O
 : x	4	1	0	x	-4	-3	x	3
(52) CCN1CCN(C(=O)C(C)Sc2nc3nc(C)cc(C)n3n2)CC1 (stereo unspecified)
 : 1	4	1	1	4	10	-3	-0.2	3
(53) COc1ccc(C(=O)CCN2CCCCCC2)cc1
 : 7	-4	2	-4	-2	-5	-5	7.2	9
(54) O=C(O)C1CCCN1S(=O)(=O)c1ccc(Cl)c(Cl)c1 (stereo unspecified)
 : -2	7	1	2	-2	5	-3	-0.1	-2
(55) COc1ccc(/C=N/N2CCN(c3ccc(Cl)cc3)CC2)cc1O
 : 14	0	1	-1	10	-11	-2	-2.0	-3
(56) COc1ccc(Cl)cc1-c1nc(SCC(N)=O)n[nH]1
 : 8	-5	0	1	-1	2	8	-3.2	5
(57) O=C(O)Cc1sc(-c2ccc(C(=O)O)cc2)nc1-c1ccccc1
 : 21	5	1	-2	-1	-10	-1	-0.7	-1
(58) Cc1ccc(NC(=O)C(C)N2C(=O)c3ccccc3S2(=O)=O)cc1Cl (stereo unspecified)
 : 9	-8	14	1	-1	-15	-12	-2.7	0
(59) COCCCn1c(SCC(=O)NC2CCCC2)nnc1-c1cccs1
 : 20	-9	0	-4	-1	18	18	-0.8	-6
(60) Cc1ccn(CCC(=O)N2c3ccccc3CC2C)n1 (stereo unspecified)
 : -12	0	1	-3	5	9	2	0.8	-6
(61) CCCC(=O)Nc1ccc2c(c1)nc(CCNC(=O)c1ccco1)n2C
 : -2	2	1	-5	3	7	-2	0.3	-6

A draw from above in order of molecular weight, rising:
Values run as follows: CRFR2-BP antag	M4 PAM	M4 ag	CHRM5 agonist	IDE cell inh	M5 antag	CHRM4 antagonist	CRFR2-BP ag	M5 PAM
(57) O=C(O)Cc1sc(-c2ccc(C(=O)O)cc2)nc1-c1ccccc1
 : 21	5	1	-2	-1	-10	-1	-0.7	-1
(61) CCCC(=O)Nc1ccc2c(c1)nc(CCNC(=O)c1ccco1)n2C
 : -2	2	1	-5	3	7	-2	0.3	-6
(58) Cc1ccc(NC(=O)C(C)N2C(=O)c3ccccc3S2(=O)=O)cc1Cl (stereo unspecified)
 : 9	-8	14	1	-1	-15	-12	-2.7	0

Compounds as they come; overall some 2.9% were active at least once.
